Bioassay records from PubChem BioAssay.
beta cell repl: inducers of beta-cell replication in MIN6 cells; proliferation, % at 10 µM; 330,000 compounds, 0.29% hits; MIN6 cells proliferation, ATPlite luminescence, 48 h; cells starved in 0.2% serum; 100% = growth in 10% serum;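 active = compounds whose signal lies at least 3.5 SD above the mean of all wells on their plate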;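 note: 0% = DMSO-treated cells in low-serum medium and 100% = 10% serum control; some compounds called inactive have numbers as strong as hits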
hIAP block: human IAP inhibition; P09923; purified IAP, CDP-Star luminescence, 30 min; inhibition, % at 10 µM; 330,000 compounds, 0.12% hits;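 active = inhibition reaching a set limit with compound at 10 µM in the primary screen, cut at about 35% in these data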;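 note: plate controls were DMSO wells with enzyme for no effect and no-enzyme buffer wells for full effect; values of inactives mirror those of a sister screen read the other way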
Target sequence (P09923 whole entry, looked up): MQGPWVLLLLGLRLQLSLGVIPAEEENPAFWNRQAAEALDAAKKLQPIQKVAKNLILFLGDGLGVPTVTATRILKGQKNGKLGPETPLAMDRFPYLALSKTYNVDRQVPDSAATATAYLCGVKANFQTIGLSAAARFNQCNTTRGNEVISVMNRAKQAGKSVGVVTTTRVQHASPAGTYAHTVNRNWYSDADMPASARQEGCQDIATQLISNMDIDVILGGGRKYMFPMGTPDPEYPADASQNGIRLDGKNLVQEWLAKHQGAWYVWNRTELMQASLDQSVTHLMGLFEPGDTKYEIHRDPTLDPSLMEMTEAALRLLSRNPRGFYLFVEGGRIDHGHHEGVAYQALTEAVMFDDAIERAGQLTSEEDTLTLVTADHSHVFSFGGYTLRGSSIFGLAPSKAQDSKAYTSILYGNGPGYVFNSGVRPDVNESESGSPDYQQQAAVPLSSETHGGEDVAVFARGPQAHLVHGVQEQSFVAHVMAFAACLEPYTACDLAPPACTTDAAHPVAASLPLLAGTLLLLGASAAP
mIAP block: blocks mouse intestinal alkaline phosphatase; purified mouse IAP, CDP-Star luminescence, 30 min; inhibition, % at 10 µM; 330,000 compounds, 0.2% hits;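 active = inhibition of at least 40% at 10 µM in the primary screen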;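 note: plate controls were DMSO with enzyme for no effect and no enzyme wells for full effect; values of inactives mirror those of a sister screen read the other way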
GRIN3A LBD mod: modulates the human NR3A ligand-binding domain; NR3A LBD differential scanning fluorimetry, Tm shift; 0% = protein alone, 100% = glycine-bound protein; Tm shift relative to glycine control, % at 25 µM; 340,000 compounds, 2.5% hits; AID 1259313;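 active = melting temperature shift of at least 10% of the positive control shift, at one fixed dose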
mIAP act: increases mouse intestinal alkaline phosphatase activity | activation factor at 10 µM | 330,000 compounds, 0.24% hits | muIAP, CDP-Star luminescence, 30 min; hits give high values; 1 = vehicle-only enzyme signal, 0 = enzyme-free wells;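 active = activation factor of at least 2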; note: the source names both 10 and 20 µM as test concentration; values of inactives mirror those of a sister screen read the other way
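Assay system: mouse IAP enzyme / Compound: DMSO-dissolved test compounds / Timing: 30 min, room temperature / Measured by: luminescence from enzymatic CDP-Star hydrolysis / Control set: DMSO-only wells, enzyme-free buffer wells as negative control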
A3A deaminase: inhibitors of human APOBEC3A DNA deaminase | P31941 | recombinant A3A, FAM/TAMRA ssDNA deamination fluorescence | inhibition, % at 20 µM | 330,000 compounds, 0.41% hits | AID 493011;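 active = at least 40% inhibition at 20 µM here, with at most 30% in a related deaminase screen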;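 note: plate controls were A3A with DMSO for no effect and wells lacking A3A enzyme for full effect; some results filed as inactive read as strong as hits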
MPTP block: blocks calcium-induced mitochondrial swelling; 360,000 compounds, 1.4% hits; inhibition, % at 10 µM; isolated mouse mitochondria, Ca2+ swelling absorbance, 30 min; AID 602449;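 active = inhibition of 50% or more, scaled per plate between neutral and stimulator controls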;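 note: 0% = DMSO wells given calcium and 100% = 1 mM EGTA wells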
hIAP act: increases human intestinal alkaline phosphatase activity; activation factor at 10 µM; purified human IAP, CDP-Star luminescence, 30 min; hits give high values; 1 = vehicle-only enzyme, 0 = enzyme-free background; 330,000 compounds, 0.16% hits;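 active = activation factor of the enzyme at least 2-fold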; note: the source names both 10 and 20 µM as test concentration; values of inactives mirror those of a sister screen read the other way
APOBEC3G inh: inhibitors of human APOBEC3G DNA deaminase | Q9HC16 | recombinant A3G, ssDNA deamination FAM/TAMRA fluorescence | inhibition, % at 20 µM | 330,000 compounds, 0.28% hits;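 active = inhibition of at least 40% at 20 µM, with no more than 30% in the related APOBEC3A deaminase screen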;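 note: plate controls were DMSO wells with A3G for no effect and wells lacking A3G enzyme for full effect; some compounds called inactive have numbers as strong as hits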
Target sequence (Q9HC16 whole entry, looked up): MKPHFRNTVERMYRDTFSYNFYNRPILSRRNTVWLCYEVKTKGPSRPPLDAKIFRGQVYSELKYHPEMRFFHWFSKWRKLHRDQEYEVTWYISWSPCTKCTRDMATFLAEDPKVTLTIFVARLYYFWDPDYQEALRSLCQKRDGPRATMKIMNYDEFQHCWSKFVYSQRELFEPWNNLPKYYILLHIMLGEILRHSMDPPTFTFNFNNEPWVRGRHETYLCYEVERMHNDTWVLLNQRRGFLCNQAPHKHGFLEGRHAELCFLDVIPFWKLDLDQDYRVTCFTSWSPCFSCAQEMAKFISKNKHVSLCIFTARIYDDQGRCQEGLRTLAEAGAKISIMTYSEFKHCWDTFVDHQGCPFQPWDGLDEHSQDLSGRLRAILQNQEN
The depositor's hits bear a star; x = not tested or not shown; & = joins results of further samples.

SMILES | beta cell repl | hIAP block | mIAP block | GRIN3A LBD mod | mIAP act | A3A deaminase | MPTP block | hIAP act | APOBEC3G inh
COc1ccc(Oc2cc(NN3CCCCC3)c([N+](=O)[O-])cc2[N+](=O)[O-])cc1OC | -5.4 | 19.8 | 19.7 | 1.5 | 0.803 | -0.7 | -0.2 | 0.802 | -0.2
Cc1ccc(/C=N/NC(=O)c2cc(C3CC3)nc3ccccc23)o1 | -1.2 | 3.1 | 5.1 | -3.4 | 0.949 | -0.5 | 0.2 | 0.969 | 2.9
Cc1ccc(C(=O)Nc2nccs2)cc1S(=O)(=O)N1CCCCC1 | -1.0 | -12.0 | 2.6 | 1.0 | 0.974 | -3.7 | -11.2 | 1.12 | -5.9
Cc1ccc(NC(=S)N2CCSC2c2cccs2)cc1 (stereo unspecified) | 2.1 | 20.1 | -0.3 | 0.7 | 1 | -3.5 | 8.9 | 0.799 | -3.5
CCCC(CCC(=O)NC1CCCCC1)C(=O)O (stereo unspecified) | -1.6 | 1.5 | -4.4 | 0.5 | 1.04 | 0.5 | 0.3 | 0.985 | -4.2
CC(C)S(=O)(=O)c1csc(NC(=O)Nc2cc(Cl)ccc2Cl)c1Cl | -4.1 | 7.2 | -15.1 | 6.7 | 1.15 | -1.9 | 86.1* | 0.928 | -5.1
COc1ccc(CCNC(=O)c2ccc3c(c2)N(Cc2ccc(F)cc2)CCS3)cc1OC | -4.7 | -27.7 | -52.4 | -2.2 | 1.52 | -5.0 | 0.4 | 1.28 | -4.4
CC(=O)Nc1ccc(NC(=O)CCC(=O)OCC(=O)c2ccc(C)c([N+](=O)[O-])c2)cc1 | -0.7 | -3.8 | 4.2 | -36.2 | 0.958 | -1.9 | -0.9 | 1.04 | -4.7
O=C(CCc1nc(-c2ccccc2)c(-c2ccccc2)o1)OCc1ccc(Br)cc1 | -3.6 | 3.0 | 3.5 | -1.4 | 0.965 | -4.7 | -1.1 | 0.97 | -7.4
O=C(NCc1ccccc1)C1CC2CCCC(C1)C2=O (stereo unspecified) | -0.6 | 5.7 | 2.4 | 2.5 | 0.976 | 0.9 | 2.6 | 0.943 | -2.1
Cn1c(CCc2ccccc2)nnc1SCC(N)=O | -2.1 | -5.6 | -3.5 | 1.4 | 1.03 | -6.3 | 1.0 | 1.06 | -0.9
COc1ccc2c(C(=O)NCc3ccc4c(c3)OCO4)c(-c3ccc(S(C)(=O)=O)cc3)sc2c1 | -4.9 | -1.1 | 4.2 | -3.4 | 0.958 | 1.7 | 0.1 | 1.01 | -2.0
Cc1cccc(NC(=O)CSc2nnc(-c3cc(C)[nH]n3)n2N)c1 | -0.2 | -34.7 | 3.5 | -3.0 | 0.965 | -4.8 | -2.6 | 1.35 | -10.3
O=C(Nc1ccccc1)OC(CN1CCCCC1)C(F)(F)F (stereo unspecified) | -3.0 | -1.9 | -10.7 | -2.7 | 1.11 | 0.8 | 0.1 | 1.02 | -1.2
COc1ccc(N2CCN(C(=O)c3cccs3)CC2)cc1 | -1.5 | 9.0 | -4.2 | 0.2 | 1.04 | -1.3 | 0.2 | 0.91 | -6.0
CC(C)(O)/C=C/C[C@](C)(O)C1CC[C@]2(C)C1[C@H](O[C@H]1O[C@@H](CO)[C@H](O)[C@@H](O)[C@@H]1O)CC1[C@@]3(C)CC[C@H](O)C(C)(C)C3[C@@H](O)C[C@]12C (stereo partly specified) | -0.3 | -2.0 | -8.0 | -1.9 | 1.08 | -4.5 | -1.7 | 1.02 | -8.0
CC(C)OP(=O)(OC(C)C)C(O)c1ccc(N(C)C)cc1 (stereo unspecified) | 1.5 | 0.1 | 5.0 | 1.1 | 0.95 | 2.3 | 2.1 | 0.999 | -2.0
CN(C)/C=C(/C(=O)c1ccc(Cl)cc1Cl)S(=O)(=O)c1ccccc1 | 0.4 | 9.7 | -5.5 | -0.6 | 1.05 | -2.0 | 3.0 | 0.903 | -5.9
Cc1ccc(OCC(=O)O/N=C(\N)Cc2cccs2)cc1C | -0.6 | 16.0 | -1.9 | 3.1 | 1.02 | 0.0 | -1.5 | 0.84 | -1.4
CC(C)(C)c1ccc(NC(=S)NCCc2ccccn2)cc1 | -3.4 | -3.7 | -9.3 | -1.3 | 1.09 | -2.1 | 4.1 | 1.04 | 5.3
CCOc1cc(N2CCOCC2)c(OCC)cc1NC(=O)CN1C(=O)N(C)C2(CCCCC2)C1=O | 0.1 | 22.1 | -4.0 | 0.2 | 1.04 | 4.2 | 1.9 | 0.779 | -6.2
O=C(CCN1CCOCC1)NNC(=O)c1ccc(Cl)c([N+](=O)[O-])c1 | -0.4 | -13.3 | -1.7 | 2.6 | 1.02 | -2.2 | 0.7 | 1.13 | -5.8
Cc1ccc(NC(=S)N=Nc2c(O)[nH]c3ccccc23)cc1 | -5.6 | -32.0 | 19.0 | -0.2 | 0.81 | -0.9 | 1.4 | 1.32 | -1.8
COc1ccc(S(=O)(=O)Nc2ccccc2)cc1 | -2.1 | 33.3 | 2.5 | 0.2 | 0.975 | 1.9 | 5.5 | 0.667 | 4.2
Cc1cc(C(=O)N/N=C/c2sccc2C)no1 | 1.1 | 3.1 | 1.0 | 3.6 | 0.99 | -0.9 | 6.9 | 0.969 | -2.2
COc1ccc(/C(C)=N/Nc2cc(C(F)(F)F)ccc2Cl)c(OC)c1 | 0.0 | 1.7 | 2.7 | x | 0.973 | 0.7 | x | 0.983 | -1.4
COc1ccccc1-c1noc(COC(=O)c2ccc(Br)o2)n1 | 0.8 | -4.2 | 13.7 | 1.7 | 0.863 | 2.7 | 1.4 | 1.04 | 2.9
Cc1c(Cl)ccc2c(C(=O)NCCCn3nccc3C)cc(-c3ccccn3)nc12 | -3.4 | 4.1 | 8.6 | -10.3 | 0.914 | 0.0 | 1.4 | 0.959 | -6.5
Cc1ccc(CNC(=O)C2CCC(=O)N(C3CC3)C2)cc1 (stereo unspecified) | -3.4 | -2.7 | 3.7 | 0.6 | 0.963 | -1.8 | 0.5 | 1.03 | -10.4
CCCN(CCC)CCNC(=O)c1cc2c(-c3ccccc3F)nn(C)c2s1 | 0.1 | -3.9 | -6.5 | -7.6 | 1.06 | 0.6 | 0.2 | 1.04 | 2.7
Cc1ccccc1Nc1nc(N)nc(CCl)n1 | 0.0 | -45.2 | -3.3 | -0.4 | 1.03 | -3.6 | 0.5 | 1.45 | -4.0
O=C(O)CCCCCN1C(=O)CSC1=S | -1.8 | -10.8 | 13.4 | 0.1 | 0.866 | -3.6 | -1.2 | 1.11 | -1.5
CCn1c(C)c(C(C)=O)c(N2CCN(c3ccccc3)CC2)nc1=S | -2.4 | 10.7 | 12.9 | -1.1 | 0.871 | -0.3 | -1.3 | 0.893 | -5.6
CCc1nn(C)c2c(=O)c(=O)c2n(C)[nH]1 | -0.3 | 11.7 | -23.6 | 2.5 | 1.24 | -0.3 | 1.6 | 0.883 | 4.2
CC(NC(=O)c1cccs1)C(c1cccs1)N1CCOCC1 (stereo unspecified) | -1.8 | 1.0 | 0.3 | -3.3 | 0.997 | -4.3 | 1.0 | 0.99 | -8.5
O=C(Nc1ccccc1-c1nnc(SCc2ccc(Cl)cc2Cl)o1)c1ccccc1 | 0.0 | -9.6 | 12.4 | -4.2 | 0.876 | 0.1 | 2.3 | 1.09 | -2.3
Nn1cnc2cc3ccccc3cc2c1=O | -1.5 | -10.4 | 3.4 | -0.1 | 0.966 | -5.1 | -0.6 | 1.1 | -4.4
COC(=O)c1ccc(CN2CCN(C3CCCCC3)C(CCO)C2)cc1 (stereo unspecified) | 0.6 | -20.5 | -5.8 | -0.8 | 1.06 | 0.2 | 0.9 | 1.21 | -4.0
Cc1c(CN2CCCCC2C)c(=O)n(-c2ccccc2)n1C (stereo unspecified) | -2.0 | 10.3 | 4.1 | 1.3 | 0.959 | -1.1 | -1.3 | 0.897 | -4.7
CCn1c(SCC(=O)N(C)CC(=O)Nc2ccc(OC)cc2)nnc1-c1ccco1 | -3.0 | 8.4 | -3.5 | -1.4 | 1.03 | 10.3 | -1.2 | 0.916 | -7.6
Cc1ccc(CNC(=O)c2oc3ccc(S(=O)(=O)N4CCC5(CC4)OCCO5)cc3c2C)cc1 | -3.6 | 8.9 | 2.0 | -4.5 | 0.98 | 1.6 | -0.9 | 0.911 | 0.2
N#C/C(=C(/O)COc1ccc(Cl)cc1)c1nc2ccccc2s1 | -4.5 | -4.5 | 5.2 | 7.4 | 0.948 | -2.7 | 107.1* | 1.04 | 57.4*
CCOC(=O)N1CCC(N(CCCOC)C(=O)Nc2ccc(CC)cc2)CC1 | 3.6 | -2.5 | -4.3 | 3.8 | 1.04 | -1.3 | -0.5 | 1.02 | -2.0
O=C(/C=C/c1cccnc1)c1ccc(F)c(F)c1 | -3.8 | -8.7 | 1.5 | 0.8 | 0.985 | -4.1 | -0.3 | 1.09 | -7.3
CN1C(=O)/C(=C/c2ccccc2OCc2ccc(F)cc2)N(C)C1=S | -1.2 | 15.9 | 11.1 | -10.7 | 0.889 | -2.7 | 1.4 | 0.841 | 2.8
CC1/C(=N/O)CC(c2ccccc2)N(C)C1c1ccccc1 (stereo unspecified) | -2.6 | -0.8 | -16.0 | 0.2 | 1.16 | -2.1 | -0.5 | 1.01 | -8.4
Cc1cccc(NC(=S)N/C(=N/S(=O)(=O)c2ccccc2)c2ccccc2)c1 | -2.1 | -3.7 | 11.9 | -6.1&-0.4 | 0.881 | -1.2 | -0.6&-0.3 | 1.04 | 0.3
COc1ccc(CCNC(=O)C(C)n2nc(C)n3c(cc4occc43)c2=O)cc1OC (stereo unspecified) | 0.2 | -22.9 | 0.1 | -1.0 | 0.999 | 0.3 | 0.8 | 1.23 | -0.2
CCCNS(=O)(=O)c1ccc(CCC(=O)N2CCOCC2)cc1 | -1.0 | -7.5 | 1.0 | 2.6 | 0.99 | -3.0 | -0.7 | 1.07 | -4.0
Cc1cccc(NC(=O)CC(C)S(=O)(=O)c2ccc3c(c2)NC(=O)CO3)c1C (stereo unspecified) | -0.1 | -8.7 | -12.9 | 0.7 | 1.13 | 1.1 | -0.9 | 1.09 | -1.7
Remaining list, next part:
SMILES | beta cell repl | hIAP block | mIAP block | GRIN3A LBD mod | mIAP act | A3A deaminase | MPTP block | hIAP act | APOBEC3G inh
CN(CC(=O)Nc1ccccc1C(F)(F)F)C(=O)c1cc2c(s1)CCCCC2 | -3.5 | -6.5 | 2.4 | -0.6 | 0.976 | -2.5 | -0.5 | 1.06 | -10.2
CCOC(=O)C1CCN(C(=O)NS(=O)(=O)c2ccc(C)cc2)CC1 | -2.8 | 6.6 | 5.0 | -0.9 | 0.95 | 1.3 | 0.9 | 0.934 | 0.1
CC1CCCCC1NC(=O)Cn1cc([N+](=O)[O-])ccc1=O (stereo unspecified) | -0.6 | -4.6 | -0.5 | -0.3 | 1 | -2.1 | 0.1 | 1.05 | -6.1
CN(C)S(=O)(=O)c1ccc(N2CCCC2)c(C(=O)N2CCN(c3ccc([N+](=O)[O-])cc3)CC2)c1 | 1.1 | 28.9 | 16.6 | 0.8 | 0.834 | 1.3 | -1.0 | 0.711 | -4.4
Cc1cccc2c1c(N=NC(N)=S)c(O)n2C1OC(CO)C(O)C(O)C1O (stereo unspecified) | -3.4 | 4.3 | 5.3 | -2.9 | 0.947 | -5.5 | 0.4 | 0.957 | 7.0
O=C1C2CCCN2C(c2ccc(Cl)cc2)N1c1nccs1 (stereo unspecified) | -2.1 | -32.7 | 0.6 | 1.9 | 0.994 | 6.7 | 1.4 | 1.33 | 4.2
